# Source: PubChem BioAssay
# HCV core dimer: HCV core protein dimerization inhibition | TR-FRET GST/Flag-core106 dimerization, 1536-well | inhibition, % at 5 µM | actives 0.33% (n = 300,000) | AID 1899;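 active means inhibition above the mean of all tested compounds plus 3 SD, set per screening campaign, cut at about 45% in these data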
#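 Assay system – GST-tagged and Flag-tagged HCV core protein residues 1-106 · Quantity – core106 proteins, GST 13.5 nM and Flag 17 nM · Benchmarks – unlabelled core106 and no-GST-core106 wells · Read-out basis – percent inhibition of core106 dimerization signal · Detection – time-resolved FRET, ex 340 nm, em 617 and 671 nm · Schedule – 4 h at 22.5 °C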
# ZTA DNA inh: ZTA (EBV) inhibition in EBNA-1 counter-screen. ZTA-DNA binding, fluorescence polarization. actives 0.15% (n = 320,000). P03206. AID 2234. inhibition, % at 11 µM; in the data active means inhibition above about 33%
# GASC-1 inh: inhibitors of human GASC-1 (JMJD2C) demethylase | Q9H3R0 | GST-JMJD2C(1-420) H3K9me3 demethylation, DELFIA europium | inhibition, % at 2.35 µM | actives 0.069% (n = 330,000) | AID 2099;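 active means more than half of a compound's replicate wells show inhibition beyond 50%, single wells judged on their own value; inconclusive means some, but no more than half, of replicates pass 50% inhibition; inactive means no replicate passes 50% inhibition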;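 further: signal counts dimethyl H3K9 product captured on neutravidin plate; 0% = median of DMSO wells and 100% = 0.3 times that DMSO median; strong numbers were not always called active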
# Target sequence (Q9H3R0 1-420 limits assumed): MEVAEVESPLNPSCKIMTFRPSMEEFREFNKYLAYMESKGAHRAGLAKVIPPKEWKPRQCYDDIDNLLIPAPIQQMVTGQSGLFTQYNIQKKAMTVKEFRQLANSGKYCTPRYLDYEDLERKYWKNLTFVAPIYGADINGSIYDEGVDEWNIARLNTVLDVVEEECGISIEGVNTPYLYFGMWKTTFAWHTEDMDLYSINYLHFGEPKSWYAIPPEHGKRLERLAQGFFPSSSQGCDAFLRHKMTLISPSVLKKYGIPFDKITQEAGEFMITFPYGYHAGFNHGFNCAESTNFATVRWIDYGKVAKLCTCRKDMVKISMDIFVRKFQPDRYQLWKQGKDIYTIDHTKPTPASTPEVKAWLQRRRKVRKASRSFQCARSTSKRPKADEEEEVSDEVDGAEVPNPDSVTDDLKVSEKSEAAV
# PP1 counter: counter-screen for PP5 inhibitors: inhibitors of human PP1-alpha; P62136; purified PP1alpha, OMFP fluorescence; inhibition, % at 6.7 µM; actives 0.9% (n = 320,000); AID 2235;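 active means inhibition above the mean inhibition of all tested compounds plus 3 SD, computed separately for each screening campaign, cut at about 15% in these data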
# PP5 inh: PP5 (human) phosphatase inhibition; P53041; actives 0.18% (n = 320,000); purified PP5c, OMFP substrate fluorescence; inhibition, % at 6.7 µM;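 active means inhibition above the campaign's mean inhibition across all tested compounds plus 3 SD, cut at about 9.5% in these data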;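 further: 0% = DMSO only and 100% = 100 µM cantharidin control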
# Target sequence (P53041 whole entry, looked up): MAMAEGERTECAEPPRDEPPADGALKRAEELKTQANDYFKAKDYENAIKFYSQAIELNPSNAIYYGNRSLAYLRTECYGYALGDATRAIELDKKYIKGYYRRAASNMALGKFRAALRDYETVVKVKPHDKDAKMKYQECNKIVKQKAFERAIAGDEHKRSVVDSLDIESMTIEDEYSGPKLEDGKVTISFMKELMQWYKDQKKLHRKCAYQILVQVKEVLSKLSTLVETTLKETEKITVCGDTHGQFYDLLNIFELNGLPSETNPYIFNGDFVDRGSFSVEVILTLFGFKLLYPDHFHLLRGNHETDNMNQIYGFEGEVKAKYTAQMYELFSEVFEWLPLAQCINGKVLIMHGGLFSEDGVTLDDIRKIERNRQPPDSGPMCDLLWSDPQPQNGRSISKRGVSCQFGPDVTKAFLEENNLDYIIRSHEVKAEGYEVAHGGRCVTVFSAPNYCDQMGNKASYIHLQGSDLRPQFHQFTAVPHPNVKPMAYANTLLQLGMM
# EBNA-1 inhibitor: blocks EBNA-1 binding to DNA; EBNA-1 DNA binding, fluorescence polarization; inhibition, % at 14.8 µM; actives 0.34% (n = 300,000); in the data active means inhibition above about 28%
# TPT1 inhibitor: blocks Candida albicans tRNA 2'-phosphotransferase; recombinant caTPT1, FP RNA substrate dephosphorylation; actives 0.81% (n = 300,000); inhibition, % at 5 µM;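 active means inhibition above the mean of all tested compounds plus 3 SD, set per screening campaign, cut at about 24% in these data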;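 further: plate controls were DMSO alone for no effect and ferristatin control at 100 nM for full effect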
# Fh CTSL1 inh: counter-screen for PFM18AAP inhibitors: inhibitors of F. hepatica cathepsin L1. inhibition, % at 5.96 µM. actives 0.49% (n = 300,000). AID 1906. recombinant F. hepatica cathepsin L1, Z-Leu-Arg-MCA fluorescence;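 active means inhibition above the mean of all tested compounds plus 3 SD, set per screening campaign, cut at about 17% in these data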;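 further: 0% = plate median of test compound wells and 100% = 1 µM Z-Phe-Ala-diazomethylketone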
# Yeast superoxide: lowers age-related superoxide in aged yeast cells. S. cerevisiae aged cells, superoxide DHE fluorescence; stronger effect = lower value. actives 0.18% (n = 330,000). superoxide response (% of plate mean), % at 10 µM;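 active means superoxide response under a set limit, about three screen SD below normal, cut at about 65% in these data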;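 further: yeast aged for seven days with compound at 30 °C before DHE staining; 100% = average MFI of all compound-treated wells on the plate with controls excluded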
# * marks the source's active call; other numbers are inactive results; ? = inconclusive; · = not tested or not shown. This is a random part of the collection; about 3.1% have a hit in one of these screens.
item	structure	PP5 inh	ZTA DNA inh	TPT1 inhibitor	PP1 counter	EBNA-1 inhibitor	HCV core dimer	Yeast superoxide	Fh CTSL1 inh	GASC-1 inh
1	COc1ccccc1-c1nc(-c2cccc(C)c2)no1	5.0	2	-3	-3	-3	-3	104	1	-9
2	N#C/C(=C\c1ccncc1)c1ccc(NC(N)=O)cc1	1.8	-11	-2	0	-4	0	101	2	-8
3	O=C(NNC(=S)Nc1ccc(Cl)cc1Cl)c1cccnc1	-1.1	7	·	2	·	·	74	·	-4
4	COc1ccc(CN2CCCC(C(=O)N3CCCCC3)C2)cc1 (centres undefined)	3.2	-7	1	0	-12	-2	98	-5	-6
5	CCCCNC(=O)N1CCCN(c2ccc(C#N)cn2)CC1	0.2	1	2	-1	-20	-7	110	1	23
6	COc1ccc(CCNC(=O)CCCn2nc(C)n3ccnc3c2=O)cc1OC	1.1	-14	-3	-1	6	-1	101	-2	8
7	CC(C)(C)c1ccc(/C=C2\Oc3c(ccc(O)c3CN3CCN(CCO)CC3)C2=O)cc1	0.1	6	33*	0	3	1	103	-1	3
8	COCCCNC(=S)NC(=O)c1ccccc1	-0.7	1	1	3	5	6	94	-4	-14
9	COc1ccc(Cl)cc1NC(=O)CSc1nc(C)cc(C)n1	-0.5	-21	-1	2	-4	-6	76	-3	1
10	COc1ccc(NC(=O)CSc2nnc(Cc3ccccc3)c(=O)n2N)c(OC)c1	3.1	-10	1	3	-4	1	105	0	-3
11	CC(=O)Nc1ccc(NC(=O)CCS(=O)(=O)c2ccc3c(c2)oc(=O)n3C)cc1	1.8	14	4	-1	0	-2	83	-2	2
12	COc1ccc(C(=O)C2CCCN(C(=O)c3cccnc3OC)C2)cc1F (centres undefined)	-1.2	7	1	1	4	-1	111	-5	8
13	Cc1cc2occ(CC(=O)NNC(=O)c3ccccc3)c2cc1C	0.4	-3	0	-2	-20	5	103	-2	-3
14	COc1cccc(NC(=O)c2ccccc2-c2nc(-c3ccccc3)no2)c1	6.3	-4	-3	5	-11	11	96	1	9
15	COC(=O)c1oc2ccc(Br)cc2c1NC(=O)CN1CCN(C)CC1	-0.1	-3	1	-1	-3	-7	95	1	7
16	CCc1ccc(OCC(=O)N/N=C(\C)c2ccc(-n3ccnc3)cc2)cc1	1.1	-5	-1	-1	-12	1	99	1	9
17	O=C(Nc1cccc(F)c1)N1CCCC(CNS(=O)(=O)Cc2ccccc2)C1 (centres undefined)	-1.0	1	0	1	-10	-2	96	-2	-8
18	CCCCn1c(N)c(N(CCOC)C(=O)COC(=O)COc2c(C)cc(C)cc2C)c(=O)[nH]c1=O	1.7	-10	0	-2	-4	-1	102	-8	-5
19	CCOC(=O)CC(=O)CSc1nc2c(cc1C#N)CCCCC2	3.7	-8	5	0	-8	1	104	2	7
20	COc1ccc(S(=O)(=O)N2CCN(c3ccccc3OC)CC2)cc1	3.8	-6	-4	1	1	-1	93	1	-17
21	O=C(NC(=S)NCc1ccco1)c1ccccc1	1.9	11	-5	-6	10	1	79	0	7
22	CC(Oc1ccccc1Cl)C(=O)N(Cc1cccs1)C1CCS(=O)(=O)C1 (centres undefined)	3.1	-8	0	-2	-10	-3	118	2	8
23	O=C(Nc1ccc(F)cc1)C1CC(=O)N(Cc2ccco2)C1 (centres undefined)	0.4	1	2	-1	-1	5	89	-1	-6
24	S=c1[nH]ccn1-c1cccc(Cl)c1	-0.7	2	1	4	3	-2	95	2	-11
25	COc1ccccc1N1CCN(C(=O)C2CCN(C(=O)c3ccccc3C)CC2)CC1	-0.3	22	1	1	11	4	92	0	23
26	CC(C)(C)OC1NS(=O)(=O)OCC1NCOC(Cl)(Cl)Cl (centres undefined)	-5.2	-9	-5	-4	-10	-18	110	17*	-4
27	CCC1CCCCN1S(=O)(=O)c1ccc(NC(=O)CSc2ncccc2C(=O)O)cc1 (centres undefined)	3.2	-1	-1	0	-10	10	96	2	-6
28	Cc1cc(C)n2nc(SCc3cc(=O)oc4cc(C)c(C)cc34)nc2n1	2.5	7	0	-2	-4	3	95	-4	1
29	Cc1nc(-c2ccc(Cl)cc2)sc1C(=O)CBr	0.1	8	-2	0	5	-5	118	3	6
30	Cc1ccc([N+](=O)[O-])cc1NC(=S)NC(=O)c1ccco1	0.6	10	2	5	3	-2	98	0	9
31	Cc1c(C(=O)Nc2ccc(OCc3ccccc3)cc2)cccc1[N+](=O)[O-]	-0.2	-7	-4	1	3	-3	96	5	-2
32	O=C(CCC1CCCC1)N1CCC(N2CCN(c3ccccc3)CC2)CC1	0.6	-5	0	1	13	-5	90	0	-2
33	CC1CCCCC1NC(=O)CN1CCC(NC(=O)c2cccc(F)c2)CC1 (centres undefined)	-0.5	-15	-3	1	-3	-10	86	1	?
34	Clc1ccc(-c2nnc(C3CC3)o2)cc1	3.1	-11	-5	-3	8	-4	97	1	10
35	O=C(CSc1nc2ccncc2[nH]1)Nc1ccccc1C(F)(F)F	-1.3	-14	0	-3	-2	-4	94	-1	-1
36	Cc1ccc(C(=O)NC2CCCCCC2)o1	2.3	-9	-2	-4	-1	-4	100	-1	12
37	O=C(NCc1cccs1)c1cc(-c2ccccn2)nc2ccc(Br)cc12	1.0	2	1	0	-6	49*	93	1	-11
38	O=C(COc1ccc(S(=O)(=O)N2CCOCC2)cc1)N1CCc2ccccc2C1	-0.8	16	3	1	-1	2	99	4	2
39	Cc1cc(C(C)(C)C)cc(S(=O)(=O)Nc2ccc(C(=O)O)cc2)c1C	-4.2	18	-5	2	11	6	125	4	1
40	CCc1ccc(OCC(=O)NC(NC(=S)Nc2ccc(C)cc2C)C(Cl)(Cl)Cl)cc1 (centres undefined)	2.8	9	0	7	-6	18	100	-2	1
41	O=C(NCc1ccc2c(c1)OCO2)c1cc(-n2cnnc2)ccc1Cl	0.3	-4	-2	2	4	1	93	-4	4
42	O=C(c1cccc(F)c1)N1CCN(S(=O)(=O)Cc2ccccc2)CC1	3.5	-15	3	-4	-5	2	96	-2	6
43	CCOCCCn1c(SCc2nc3ccccc3s2)nc2ccccc2c1=O	1.0	9	4	0	11	7	81	6	-4
44	O=C(COC(=O)c1ccc(OC(F)F)cc1)Nc1cccc(S(=O)(=O)NC2=NCCC2)c1	-2.7	9	·	-3	·	·	96	·	0
45	O=C(C1CCCC1)N1CCN(S(=O)(=O)c2cccc(Cl)c2Cl)CC1	-1.2	0	-2	0	-2	4	97	-4	22
46	O=C(Cc1ccc(Nc2nc(=S)[nH]c3ccccc23)cc1)NC1CCCCC1	-0.6	4	2	4	-11	9	109	-2	15
47	NS(=O)(=O)c1ccc(NC(=S)NCCc2ccccc2)cc1	-1.0	0	-1	1	-22	0	85	-4	-9
48	CCc1ccccc1-n1c(SCC(=O)N2CCCC2)nc2[nH]ncc2c1=O	-0.7	-2	-4	-4	-16	1	85	-3	-18
49	COCCOC(=O)C1=C(C)NC(=O)NC1c1ccc(OC(=O)c2ccco2)c(OC)c1 (centres undefined)	0.9	-15	-5	-5	-9	0	105	-9	-13
50	O=C(CSc1nnc(CN2CCOCC2)n1-c1ccccc1)Nc1ccc(Cl)cc1	1.8	-20	0	0	-5	-5	86	-3	15

# More results
item	structure	PP5 inh	ZTA DNA inh	TPT1 inhibitor	PP1 counter	EBNA-1 inhibitor	HCV core dimer	Yeast superoxide	Fh CTSL1 inh	GASC-1 inh
51	O=C(CNCC1CCCO1)N1CCCc2ccccc21 (centres undefined)	0.6	-1	-2	-3	-5	1	104	-2	6
52	Cc1sc2nc(C)n(/N=C/c3ccccc3)c(=O)c2c1C	1.3	1	-4	0	-1	2	95	-2	35
53	Cc1ccc(NC(=O)N2CCCC2C(=O)Nc2ccc3c(c2)OCCO3)cc1 (centres undefined)	1.6	-1	-4	2	-11	0	113	1	2
54	C=CCn1c(CCNC(=O)c2ccccc2F)nnc1SCc1nc2ccccc2c(=O)[nH]1	2.4	9	-2	-7	-10	2	95	1	-3
55	CCOc1c2ccccc2nn1CCOC	-0.1	7	1	-2	-1	-11	107	4	1
56	Cc1cc(N2CCN(S(=O)(=O)c3ccc(C)c(C)c3)CC2)c2ccccc2n1	3.5	1	1	7	5	8	98	-1	-5
57	CC(C)(C)n1cnc2cc(NC(=O)c3cccs3)ccc21	2.2	1	-3	-4	-3	-1	108	1	20
58	COc1ccc(OC)c(NC(=O)c2ccc(OC3CSC3)cc2)c1	2.4	-4	3	-1	2	3	100	2	-5
59	O=C(NNC(=O)C12CC3CC(CC(Cl)(C3)C1)C2)c1csc(N2CCOCC2)n1	3.2	1	2	-3	1	-3	97	-13	-3
60	O=C(NC1CCCCCC1)C1Cc2ccccc2CN1C(=O)c1ccco1 (centres undefined)	-1.0	-3	0	-2	1	16	103	3	4
61	CCOc1ccc(N2C(=O)CC(N(CCc3ccc(OC)c(OC)c3)C(=S)Nc3ccccc3)C2=O)cc1 (centres undefined)	4.3	-10	-2	2	5	10	93	1	1
62	NC(=O)N/N=C/c1ccc2cccc(OCc3ccccc3)c2n1	4.3	-8	-1	-5	1	-5	80	3	-6
63	CCC1CCCCN1CCCNC(=O)c1ccc2nc(N3CCCCC3)sc2c1 (centres undefined)	0.6	-1	-2	-2	-14	-2	96	5	9
64	CCOC(=O)c1cc2occc2n1Cc1ccc(F)cc1	2.0	8	-2	1	10	1	98	-3	4
65	O=C(NCCN1CCOCC1)c1sc2ccccc2c1Cl	0.8	-11	-3	-8	-20	5	100	-4	38
66	CCOC(=O)C1CCN(C(=O)c2ccc(N3CCCC3=O)cc2)CC1	1.7	6	·	0	·	·	92	·	-3
67	NC(=O)[C@@H]1CCCN1Cc1nc(Cc2cccc(C(F)(F)F)c2)no1	1.3	-7	-1	-3	-2	0	96	-3	9
68	CCCN1C2CCCC1CC(NC(=O)c1ccc(OC)cc1)C2 (centres undefined)	0.0	-2	-4	-4	-5	-6	108	-2	-18
69	O=C(Nc1cccnc1Cl)c1cc(-c2ccc(Cl)cc2)on1	0.1	-7	2	3	-11	-2	99	-3	-9
70	CCCOc1ccc(CNC(=S)NCc2ccc(OC(C)C)cc2)cc1	2.1	9	-2	-3	4	1	98	3	10
71	C=CCn1c(SCC(=O)NC2CCS(=O)(=O)C2)nc2sc(CC)cc2c1=O (centres undefined)	2.2	-22	-3	1	-6	-12	99	5	-4
72	Cn1c(=O)c2c(c3ccccc31)OC(C)(C)CC2	4.1	-19	-3	2	-6	-7	115	-2	-4
73	CCC1CN(C(=O)N2CCC(C(=O)NCc3ccc(F)cc3)CC2)c2ccccc2O1 (centres undefined)	1.5	-10	-2	0	1	6	85	-2	4
74	COc1ccccc1-c1cc(N)n(S(=O)(=O)c2ccc(F)c(C)c2)n1	-0.9	-2	3	0	8	-6	101	5	-2
75	CN(C)CC/C=C1\c2ccccc2Sc2cc(F)c(Cl)cc21	-1.2	22	2	3	4	-3	94	0	3
76	CCN(CC)CCN(C(=O)c1cc2ccccc2cc1OC)c1nc2ccc(F)cc2s1	0.4	1	-2	5	2	-7	101	1	-8
77	CCOC(=O)c1sc(=S)n(C)c1NC(=O)c1cccc(Br)c1	1.9	-7	0	-1	-5	1	97	2	4
78	CCn1c(-c2cccc(Br)c2)n[nH]c1=S	1.8	6	-2	0	-1	-5	93	1	7
79	CSc1ccc(/C=C2\NC(=O)NC2=O)cc1	-0.7	-3	1	-2	3	-3	112	1	-2
